PriA SSB inh: blocks PriA binding to SSB C-terminal tail; inhibition, % at 33 µM; AlphaScreen SSBct-PriA binding, biotinylated peptide; AID 1272365; 0.6% of 430,000 active; in the data active means inhibition mostly above about 37%, no sharp cut-off; inactive means mostly below about 20%;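 further: plate controls were negative control peptide for no effect and reference peptide for full effect; strong numbers were not always called active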
Rv3671c protease: inhibits the M. tuberculosis serine protease Rv3671c; P9WHR9; 0.048% of 320,000 active; AID 2606; inhibition, % at 5.96 µM; in the data active means inhibition above about 38%;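 further: extracellular domain of Rv3671c used as enzyme; 0% = enzyme with DMSO and 100% = no enzyme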
Target sequence (P9WHR9 whole entry, looked up, the tested form may be a part): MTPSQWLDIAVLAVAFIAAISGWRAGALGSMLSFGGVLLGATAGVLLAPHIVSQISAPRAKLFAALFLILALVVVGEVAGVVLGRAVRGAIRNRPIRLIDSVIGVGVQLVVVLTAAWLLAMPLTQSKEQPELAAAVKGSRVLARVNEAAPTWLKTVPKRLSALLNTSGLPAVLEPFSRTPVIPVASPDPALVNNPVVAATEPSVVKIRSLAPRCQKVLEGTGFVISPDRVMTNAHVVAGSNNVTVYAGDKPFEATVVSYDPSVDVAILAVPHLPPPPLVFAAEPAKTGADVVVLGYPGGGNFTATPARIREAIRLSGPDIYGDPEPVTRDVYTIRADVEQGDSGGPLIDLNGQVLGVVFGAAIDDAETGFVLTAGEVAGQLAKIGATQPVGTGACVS
MazF activator: activators of E. coli MazEF toxin-antitoxin RNase; P0AE70; FAM/BHQ RNA-DNA oligo cleavage fluorescence, 5 h; activation, % at 20 µM; 0.32% of 350,000 active; AID 504720; in the data active means activation above about 50%
Target sequence (P0AE70 whole entry, looked up): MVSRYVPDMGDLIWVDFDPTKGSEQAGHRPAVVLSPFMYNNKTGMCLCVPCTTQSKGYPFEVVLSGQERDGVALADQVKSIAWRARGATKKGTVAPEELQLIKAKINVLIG
TcdB GH inh: TcdB glycohydrolase inhibition. inhibition, % at 9.99 µM. 0.24% of 350,000 active. TcdB glycohydrolase enzymatic assay, plate reader; in the data active means inhibition above about 10%
PfHsp40 rescue: rescue of PfHsp40-mediated yeast toxicity | growth rescue, % at 12.5 µM | S. cerevisiae expressing PfHsp40, growth rescue, ATP luminescence | AID 504582 | 0.68% of 340,000 active; in the data active means growth rescue above about 28%, passing the limit was not always enough;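 further: yeast W303a lacking pdr1 and pdr3 grown in galactose medium; growth measured after three days at 30 °C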
Y pestis TopoI: Y. pestis Topo-I inhibition via cleavage products; Y. pestis Topo-I cleavage product accumulation, plate reader; activity, % at 10 µM; 0.064% of 360,000 active; in the data active means activity above about 50%, passing the limit was not always enough; further: inactives centre near 2
Anthrax LF inh2: blocks Bacillus anthracis lethal factor protease; inhibition, % at 10 µM; AID 588501; 0.12% of 360,000 active; multiplex microsphere protease cleavage assay, LF; P15917; in the data active means inhibition above about 30%; further: plate controls were buffer without enzyme for full effect and enzyme alone for no effect
Vc quorum ag: induces V. cholerae light production without autoinducers | 0.16% of 350,000 active | activation, % at 18.7 µM | V. cholerae BH1578 lux reporter, luminescence, 6 h; in the data active means activation mostly above about 9.7%, no sharp cut-off; further: not every result past the cut was called active; inactives centre near 0; reference of the scale not given here
SARS 3CLpro inh: SARS-CoV 3CLpro protease inhibition. P0C6X7. recombinant SARS-CoV 3CLpro, quenched FRET peptide cleavage. inhibition, % at 6 µM. 0.14% of 290,000 active; in the data active means inhibition above about 12%
VHR inh abs: DUSP3 (human) phosphatase inhibition | P51452 | recombinant VHR phosphatase, pNPP absorbance | inhibition, % at 13.3 µM | 0.52% of 290,000 active | AID 1654; in the data active means inhibition above about 50%; further: some compounds called inactive have numbers as strong as hits
Target sequence (P51452 whole entry, looked up): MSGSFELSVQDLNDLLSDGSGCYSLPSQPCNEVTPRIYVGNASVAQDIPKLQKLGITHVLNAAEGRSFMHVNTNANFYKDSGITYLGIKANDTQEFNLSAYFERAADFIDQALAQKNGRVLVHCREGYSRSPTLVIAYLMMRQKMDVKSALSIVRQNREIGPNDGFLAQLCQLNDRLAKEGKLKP
Active calls of the source: *; i = inactive; · = not tested or not shown; & = joins results of further samples. An excerpt. The share of hits here may be higher or lower than overall.

No.	SMILES	PriA SSB inh	Rv3671c protease	MazF activator	TcdB GH inh	PfHsp40 rescue	Y pestis TopoI	Anthrax LF inh2	Vc quorum ag	SARS 3CLpro inh	VHR inh abs
1	COc1cccc(C(NC(C)=O)c2nc(-c3cccc(C#N)c3)cs2)c1 (centres undefined)	·	·	·	1.5	·	4	-1	i	·	·
2	O=C1NCCN(C(=O)CCc2nnc(-c3ccsc3)o2)C1c1ccc(F)cc1 (centres undefined)	-10	6	-6	0.7	-1.1	4	4	-0.1	-4	21
3	COc1ccc(CCNCC(=O)Nc2ccccc2C(F)(F)F)cc1	-23	3	13	1.5	-0.5	-3	1	-0.2	3	-8
4	COc1ccc(N2CCN(C(CNC(=O)C(=O)NCc3ccncc3)c3ccco3)CC2)cc1 (centres undefined)	7	13	-1	1.1	0.0	14	-4	-2.8	1	15
5	CC(C)CC(=O)NC(NC(=O)CC(C)C)c1cccc([N+](=O)[O-])c1	-11	-5	5	0.2	2.5	5	0	i	-1	19
6	COc1ccc(-c2c(C(C)=O)c(C)nc3sc4c(=O)[nH]nnc4c23)cc1	4	0	0	-0.6	-0.3	-2	1	-0.4	5	-7
7	Cc1ccc(CN2[C@@H]3c4ccccc4C[C@@H]3OCCS2(=O)=O)cc1	-17	-6	-3	1.6	0.1	7	-4	-0.4	4	13
8	Cc1ccccc1CSCC(=O)NC(=O)NCc1ccco1	5	-8	0	1.1	1.2	10	-4	i	-1	-17
9	O=C(CSc1nnc(Cc2cccs2)n1C1CC1)NC1CCS(=O)(=O)C1 (centres undefined)	-1	-8	-18	1.2	-1.5	-4	-1	i	·	·
10	COC(=O)C1CN(C(=O)COc2ccc(Cl)cc2C)c2ccccc2O1 (centres undefined)	3	4	2	1.0	2.4	-1	-3	i	-5	-2
11	COc1cc(OC)cc(-c2noc([C@@H]3O[C@H](CO)[C@H](O)[C@H](O)[C@H]3O)n2)c1	·	·	·	1.0	·	2	-4	-0.4	·	·
12	O=C(COc1ccccc1)Nc1nnc(-c2ccc(Cl)s2)o1	-14	-1	0	3.1	16	1	-4	-0.2	3	8
13	COc1ccc(/C=C2/CCOC2=O)cc1	-5	3	1	·	0.3	-6	0	0.2	-4	0
14	CCOC(=O)c1c(NC(=O)c2c(N)n(CCCOC)c3nc4ccccc4nc23)sc2c1CCCC2	9	6	0	-1.7	-0.3	-6	-2	-0.4	-3	-4
15	Cc1cc(NC(=O)CSc2nccn2-c2ccc(F)cc2)no1	-14	5	4	·	-0.9	-4	1	-2.3	0	22
16	O=C(Cn1nc(C(=O)O)c2ccccc2c1=O)Nc1ccc(Br)cc1	0	-48	1	3.8	-0.3	-6	-8	i	2	12
17	COc1ccc(-n2nnnc2SCC(=O)NCc2ccco2)cc1OC	-9	4	8	0.6	-0.1	10	-4	i	0	21
18	Cc1cccn2c(=O)c(C=O)c(N3CCC4(CC3)OCCO4)nc12	-6	6	13	1.8	·	2	-3	i	1	13
19	COc1ccc(C(=O)/C=C/Nc2c(C)n(C)n(-c3ccccc3)c2=O)c(OC)c1	-6	3	7	-0.9	0.7	2	-2	i	-2	26
20	CC(C)c1cccc(C(C)C)c1NC(=O)c1ccccc1	-8	0	5	4.6	0.4	5	-1	-2.3	3	4
21	O=C(NC1CCS(=O)(=O)C1)c1cccnc1 (centres undefined)	-9	-2	·	·	·	·	·	·	-3	-3
22	CC(C)Cn1c(SCC(=O)N(C)C2CCS(=O)(=O)C2)nc2cc(Cl)ccc2c1=O (centres undefined)	-20	1	4	0.9	0.1	20	3	i	·	·
23	O=C(c1cccnc1)N(c1cc2sc(=O)oc2c2ccccc12)S(=O)(=O)c1ccccc1	13	-13	-29	-0.9	0.7	2	0	-0.2	2	-5
24	CNCCCOc1cccc(Oc2ccccc2)c1	-3	-2	14	-0.3	-0.7	-2	-5	-0.2	-2	25
25	O=S(=O)(N1CCOCC1)N1CCN(c2ccc(F)cc2)CC1	-13	6	2	1.3	-1.6	4	0	-0.2	4	47
26	CC(NC(=S)Nc1ccccc1C(F)(F)F)C1CC2CCC1C2 (centres undefined)	-14	-7	9	0.2	-0.7	11	-10	-1.4	1	15
27	CC(C)(C)OC(=O)[C@H](Cc1ccccc1)NC(=O)c1nc[nH]c1C(=O)NCCCCCN	-3	2	11	0.1	-0.8	-3	-7	i	·	·
28	COCCCNC(=S)N1CCN(c2nc3ccccc3s2)CC1	-10	2	-3	-1.7	1.1	8	-2	-0.3	4	25
29	CCN(C(=O)CSc1nc2ccccc2c(=O)n1-c1cccc(C)c1)C1CCS(=O)(=O)C1 (centres undefined)	-13	3	-3	1.4	-0.2	16	-1	-0.5	0	16
30	CCn1c(SCC(=O)c2ccc(F)cc2)nnc1-c1ccoc1C	0	6	-7	·	0.3	11	-1	-1.7	-4	0
31	CCOc1cccc2cc(C(N)=O)c(=N)oc12	-2&-3	·	2	0.5	0.1	1	8	1.3	3	16
32	Cc1cc(C(=O)NNS(=O)(=O)c2ccc(F)cc2)nn1C(C)(C)C	-1	6	-3	-0.3	-1.3	-7	16	-0.4	1	27
33	Cc1ccc(S(=O)(=O)NC(=O)C2(C)CCN2C(=O)CC2CCCC2)nc1 (centres undefined)	·	·	·	-0.1	·	-2	0	i	·	·
34	CC(=O)c1ccc(NC(=O)CSc2nnc(-c3ccncc3)n2C2CC2)cc1	-13	4	5	0.9	-0.2	2	-5	-0.8	·	·
35	Cc1cc(O)ccc1C1(c2ccc(O)cc2C)OC(=O)c2ccccc21	-4	-10	11	·	2.7	-4	1	-0.4	8	20
36	Cc1cc(C)nc(NC(=O)Cc2ccc(Cl)cc2)c1	-2	10	-4	2.4	1.5	-3	-18	i	-5	30
37	CC(=O)Nc1cccc(NC(=O)C(C)N2c3cccc4cccc(c34)S2(=O)=O)c1 (centres undefined)	-7	-11	-26	1.0	-0.2	2	2	-0.3	-1	-3
38	Cc1ccc(S(=O)(=O)NCC(C)NC(=O)CN2CCOCC2)cc1 (centres undefined)	0	1	12	0.0	0.9	3	-7	-1.6	1	21
39	C=CC[N+]1(CC#Cc2ccccc2)CCCC1	-5	5	3	1.8	0.2	1	-9	i	0	36
40	CC1=CC(C)(C)N(C(=O)CN2C(=O)c3ccccc3C2=O)c2ccc(C)cc21	-4	2	-4	·	-0.8	18	-4	9.2	0	4
41	c1ccc(CNC2CCCCCCC2)cc1 (tested in a mixture with another compound)	·	·	-6	1.2	-1.4	1	-1	i	·	·
42	Cc1ccc(S(=O)(=O)N2CCN(Cc3ccccc3C(F)(F)F)CC2)cc1	-26	5	2	·	-0.4	0	-2	i	0	14
43	Cc1ccc(NC(=O)c2ccccc2-c2cc(C)no2)cc1	3	-14	1	0.5	0.1	-4	-1	-0.3	2	6
44	C=CCOC(=O)C1=C(C)OC(N)=C(C#N)C1c1ccco1 (centres undefined)	-6	0	-6	0.1	-0.4	-4	-18	-0.4	2	21
45	COc1ccc(OCC#CCN2CC(C)OC(C)C2)cc1 (centres undefined)	-5	9	5	·	0.0	-11	1	-0.2	2	16
46	Cc1nc2scc(-c3ccccc3)c2c(=O)n1N=C1C=CC(=O)C=C1	7	·	6	-8.0	·	·	·	·	5	22
47	O=C(C1=C[C@@H](C2CCCCC2)C[C@@H](OCc2ccc(CO)cc2)O1)N1CCN(Cc2ccccc2)CC1	13	-7	3	-6.8&-0.1	0.8	17	-4	0.5	-1	16
48	O=C(Nc1ccon1)c1cc2c(s1)CCCCCC2	-10	-11	2	·	1.5	-6	-1	i	2	19
49	CCOc1cccc2sc(NN)nc12	5&17	·	6	1.2	0.4	4	-9	1.7	-3	22
50	CC(C)N1CCC(N2CCN(Cc3cccc4nonc34)CC2CCO)CC1 (centres undefined)	-13	1	7	1.5	0.8	1	0	·	1	30
51	O=C(NNC(=O)c1csc(-c2cccnc2)n1)Nc1ccc(Cl)cc1	-2	-6	4	0.1	-2.1	-7	·	i	1	21
52	O=C(c1ncn(Cc2ccccc2)c1C(=O)N1CCc2ccccc2C1)N1CCc2ccccc2C1	7	-17	3	0.5	-0.8	38	-3	i	·	·
53	O=[N+]([O-])c1ccc(S(=O)(=O)CC2CSc3nc4ccccc4n32)cc1 (centres undefined)	2	6	4	·	-0.7	-5	12	-0.5	2	-4
54	COc1ccccc1C(=O)NNC(=O)CCN1C(=O)/C(=C\c2ccccc2)SC1=S	0	13	10	1.4	-2.2	-5	3	-0.2	3	60
55	COc1ccc(N2CCN(C(=O)C3CCCO3)CC2)cc1 (centres undefined)	6	-3	-5	·	-0.9	7	-10	i	-4	21
56	O=C(NC1CCN(Cc2ccccc2)CC1)c1cc(Br)c(Br)[nH]1	3	6	8	0.7	-0.5	3	-4	i	-2	26
57	O=C(NC1CCCC1)C(c1ccsc1)N(Cc1ccco1)C(=O)Cc1cccs1 (centres undefined)	-1	0	-3	·	-0.2	11	-5	i	-4	5
58	O=C(CSc1nnc(-c2cccnc2)s1)Nc1ccccc1	-3	9	1	0.7	-0.7	7	-11	-4.0	-6	23
59	CCCn1c(SCC(=O)NCC)nc2sc3c(c2c1=O)CCC3	-11	6	-9	0.1	-0.5	-3	17	i	4	2
60	Cc1ccccc1Nc1nc(N)nc(CSc2nnc3ccccn23)n1	-10	-9	5	1.1	0.6	5	0	i	-1	17

Further records
No.	SMILES	PriA SSB inh	Rv3671c protease	MazF activator	TcdB GH inh	PfHsp40 rescue	Y pestis TopoI	Anthrax LF inh2	Vc quorum ag	SARS 3CLpro inh	VHR inh abs
61	O=C(c1ccccc1)c1ccc(C(=O)N2CCN(c3ccc(F)cc3)CC2)o1	18	-3	-1	·	3.2	37	-16	1.4	3	23
62	O=C(C[C@H]1C[C@@H]2c3cc(NC(=O)Nc4ccccc4F)ccc3O[C@@H]2[C@H](CO)O1)NCc1ccccn1	·	·	-1	-1.0&0.5	·	-3	12	-0.4	·	·
63	COc1ccc(CNc2ccc([N+](=O)[O-])cn2)cc1	-1	-3	1	1.5	-1.4	-3	8	i	0	-2
64	CCOC(=O)CN1C(=N)N(c2nc(NC(C)C)nc(OC)n2)CC1=O	-6	-4	2	1.1	-0.4	-7	13	-0.6	1	-6
65	O=C(Nc1ncc(C(F)(F)F)cc1Cl)C1COc2ccccc2O1 (centres undefined)	-5	4	9	·	-0.5	-3	0	0.7	-3	5
66	Cc1nc2ccc(N)cc2s1	2&10&-9	3	9	0.5	-0.4	-3	0	-0.2	-2	8
67	CC1(C)CC2(CCO1)OC(=O)CC2C(=O)NCCc1ccccc1 (centres undefined)	-6	-2	-8	·	0.7	-1	-1	i	-3	16
68	O=C(CSc1nc2ccccc2c(=O)n1CC1CCCO1)Nc1ccc(F)cc1 (centres undefined)	0	-14	6	1.3	0.6	2	-8	-0.9	2	25
69	CCCc1cc(=O)[nH]c(SCC(=O)NC)n1	-5	1	-1	·	-0.3	-3	-4	i	-2	26
70	Cn1c(SCCN2CCCCC2)nnc1-c1ccccc1Br	-8	2	-4	·	0.2	0	0	i	-6	24
71	COc1cc(C(=O)NCCCNC(=O)c2cc(OC)c(OC)c(OC)c2)cc(OC)c1OC	-3	-4	7	0.2	·	11	6	i	·	·
72	CCOC(=O)c1c(SCC(=O)Nc2nccs2)nc(C)c(C)c1C	-10	·	1	-2.3	0.9	20	2	i	-4	7

Some of the entries so far, with two lines to a compound:
The line under a structure holds: PriA SSB inh | Rv3671c protease | MazF activator | TcdB GH inh | PfHsp40 rescue | Y pestis TopoI | Anthrax LF inh2 | Vc quorum ag | SARS 3CLpro inh | VHR inh abs
(72) CCOC(=O)c1c(SCC(=O)Nc2nccs2)nc(C)c(C)c1C
→ -10 | · | 1 | -2.3 | 0.9 | 20 | 2 | i | -4 | 7
(23) O=C(c1cccnc1)N(c1cc2sc(=O)oc2c2ccccc12)S(=O)(=O)c1ccccc1
→ 13 | -13 | -29 | -0.9 | 0.7 | 2 | 0 | -0.2 | 2 | -5
(42) Cc1ccc(S(=O)(=O)N2CCN(Cc3ccccc3C(F)(F)F)CC2)cc1
→ -26 | 5 | 2 | · | -0.4 | 0 | -2 | i | 0 | 14
(1) COc1cccc(C(NC(C)=O)c2nc(-c3cccc(C#N)c3)cs2)c1 (centres undefined)
→ · | · | · | 1.5 | · | 4 | -1 | i | · | ·
(71) COc1cc(C(=O)NCCCNC(=O)c2cc(OC)c(OC)c(OC)c2)cc(OC)c1OC
→ -3 | -4 | 7 | 0.2 | · | 11 | 6 | i | · | ·

Screening data as filed in PubChem BioAssay.
